GCN5L2 inh: blocks human GCN5L2 histone acetyltransferase; AID 504327; Potency, µM (series often up to 58.9 µM), inactives show at the top dose activity change, negative = inhibition, hits mostly inhibitors; 390,000 tested, 0.21% active; Q92830; GCN5L2 HAT assay, ThioGlo1 CoA-SH fluorescence
Target sequence (Q92830 whole entry, looked up): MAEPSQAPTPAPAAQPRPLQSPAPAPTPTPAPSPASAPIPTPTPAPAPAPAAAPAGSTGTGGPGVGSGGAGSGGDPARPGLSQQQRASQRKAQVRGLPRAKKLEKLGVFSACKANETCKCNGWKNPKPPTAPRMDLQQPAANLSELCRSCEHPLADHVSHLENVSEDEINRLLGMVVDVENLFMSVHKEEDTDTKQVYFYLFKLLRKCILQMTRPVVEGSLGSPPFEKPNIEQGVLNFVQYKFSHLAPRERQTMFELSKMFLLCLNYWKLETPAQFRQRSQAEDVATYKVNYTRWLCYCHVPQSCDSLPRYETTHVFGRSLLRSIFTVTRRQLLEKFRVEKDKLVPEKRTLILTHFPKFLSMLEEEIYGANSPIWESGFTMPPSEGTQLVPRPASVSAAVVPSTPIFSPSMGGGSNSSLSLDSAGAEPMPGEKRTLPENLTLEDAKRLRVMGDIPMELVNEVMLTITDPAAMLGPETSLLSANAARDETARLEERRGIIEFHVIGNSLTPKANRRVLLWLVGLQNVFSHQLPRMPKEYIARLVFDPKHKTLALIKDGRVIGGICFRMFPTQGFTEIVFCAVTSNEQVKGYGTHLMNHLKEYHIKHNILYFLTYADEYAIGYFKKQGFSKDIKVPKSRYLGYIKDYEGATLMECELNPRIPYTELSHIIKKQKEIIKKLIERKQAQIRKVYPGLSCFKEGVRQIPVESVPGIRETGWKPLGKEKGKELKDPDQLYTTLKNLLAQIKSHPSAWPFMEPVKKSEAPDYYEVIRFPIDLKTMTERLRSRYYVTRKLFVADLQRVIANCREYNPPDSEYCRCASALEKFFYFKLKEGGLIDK
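Enzyme at 20nM final was mixed with library compounds for 15 min at room temperature. Peptide H3(1-25) at 75uM, acetyl-CoA at 70uM and ThioGlo1 at 50uM were then added. Plates were read immediately and after 20 min (Ex340nm/Em540nm).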
FEN1 inh: inhibitors of human flap endonuclease 1 | Potency, µM (highest dose often 114 µM), for inactives: top-dose activity change, negative = inhibition, hits mostly inhibitors | AID 588795 | 390,000 tested, 0.35% active | Recombinant FEN1 flap cleavage, fluorescence, 15 min | P39748; also: nearly all actives have a fitted effect of over 65% in size
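FEN1 at 10 nM preincubated with compounds 15 min at room temperature, then flap DNA substrate added at 50 nM final. Signal read at 0 and 15 min; concentration-response fitted with four-parameter Hill equation.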
TDP1 cell CPT: growth inhibition of DT40 Tdp1-/-;hTDP1 cells with camptothecin (screen for TDP1 inhibitors); chicken DT40 Tdp1-/-;hTDP1 cells + 20 nM CPT, ATP luminescence, 48 h; Potency, µM (titrated, usually from 46.2 µM), for inactives: at the top dose activity change, negative = growth inhibition, most hits filed as inhibitors; 420,000 tested, 12% active; also: nearly all actives have a fitted effect of over 55% in size
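Chicken DT40 Tdp1-/- cells complemented with human TDP1, 400 cells/well, exposed to compounds plus 20 nM camptothecin for at least 48 h at 37 C; viability read as ATP content by CellTiter-Glo luminescence.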
Starred values were filed as active, the others as inactive; ? = inconclusive; / = no result given; & = joins results of further samples; [ ] = another dose, or the depositor's remark. Calls follow the shape of the dose curve; as a rule, active = well fitted curve in the direction sought with a large enough effect; inconclusive = small, poorly fitted or top-dose-only effect, or another doubt; inactive = no such curve, though single readings can be large; an effect the other way counts as inactive or inconclusive. % is scaled to controls: 0 for no effect and ±100 for the full control effect; potency is read from the fitted curve at half-maximal effect. A portion of the library; the hit share may differ from the screen's.

SMILES | GCN5L2 inh | FEN1 inh | TDP1 cell CPT
CC(Oc1ccc(Cl)cc1)C(=O)Nc1ncccn1 (stereo unspecified) | -2% | 4% | -8%
CCOc1ccc(N2CC(C(=O)OCC(=O)c3ccc(OC)cc3)CC2=O)cc1 (stereo unspecified) | -5% | -5% | ?
COc1ccc(/C=N/NC(=O)c2cccc([N+](=O)[O-])c2)cc1OC | -6% | 6% | -10%
COc1ccc(Cl)cc1NC(=O)CN(C)C(=O)c1cc(C)oc1C | 3% | -1% | 3%
COc1ccc(OC)c(-c2csc(NC(=O)CSc3ccccc3)n2)c1 | -14% | ? | ?
O=Cc1cnc(N2CCN(c3ccccc3)CC2)s1 | -5% | 11% | -27%
CCc1ccc(C(=O)/C=C/c2cnn(C)c2C)s1 | -11% | -2% | ?
COc1ccccc1Nc1nnc(SCC(=O)NC(=O)Nc2ccc3c(c2)OCCO3)s1 | -2% | 5% | ?
Cc1nonc1NC(=O)CSc1nc2ccc(Cl)cc2[nH]1 | 1% | -15% | -79%
Cn1c(NCc2ccco2)nc2c1c(=O)n(Cc1ccc(Cl)cc1Cl)c(=O)n2C | 3% | 4% | ?
COc1cc2c(cc1OC)C(c1ccc(OC)c(OC)c1OC)CC(=O)N2 (stereo unspecified) | 1% | 1% | -3%
Cc1ccc(-c2cc(C(F)F)n3ncc(C(=O)N4CCc5ccccc54)c3n2)cc1 | -6% | -4% | 1.8µM*
O=C(CCn1c(=O)c2sccc2n(Cc2ccc(F)cc2Cl)c1=O)NCc1ccc2c(c1)OCO2 | 0% | 4% | -2%
Fc1ccc(CNCc2cccc(Br)c2)cc1 | -5% | -1% | ?
O=C(NCc1cccnc1)C1CCC(CNS(=O)(=O)c2cccc3nsnc23)CC1 (stereo unspecified) | -1% | 15% | -16%
O=C(CN1C(=O)NC2(CCCCCC2)C1=O)c1ccc(Cl)s1 | -1% | -17% | 4%
Cc1cc(C=NCCCO)c(C)n1-c1cc(Cl)ccc1Cl | -3% | 1% | 1%
Cc1cc(/C=C2\C(=N)N3N=C(C(C)C)SC3=NC2=O)c(C)n1-c1ccccc1 | 0% | 9% | -18%
COc1cccc([C@@H]2CC=C(C(=O)O)[C@H](c3ccc(C)cc3)N2S(=O)(=O)c2ccc(C)cc2)c1 | 0% | 10% | 3%
CC(=O)c1cccc(NC(=O)CSc2ncc(C(=O)Nc3ccccc3)c(=O)n2C)c1 | -5% | -4% | 7.3µM*
CCOc1ccc(N(CC(=O)Nc2c(C)cccc2C)S(=O)(=O)c2c(C)[nH]c(=O)[nH]c2=O)cc1 | 0% | 5% | -7%
Cc1cc(C)n(CCc2nc3c4ccccc4nc(N4CCN(c5ccc(F)cc5)CC4)n3n2)n1 | 4% | 1% | -8%
Cc1noc(NS(=O)(=O)c2ccc(NC(=O)c3ccc(OC(C)C)cc3)cc2)c1C | -1% | 1% | 10%
COc1cccc(C(=O)Nc2c3c(nn2-c2ccccc2C)CS(=O)C3)c1OC (stereo unspecified) | -7%[0.501 µM] | -4% | -6%
CCOc1ccc(/C=C2\SC(N3CCc4ccccc4C3)=NC2=O)cc1 | -7% | -4% | 29µM*
CC(=O)O[C@H]1CC2(C)[C@@H](C[C@@H](O)[C@H]3[C@@]4(C)CC[C@@H](O)[C@@H](C)[C@@H]4CC[C@@]32C)C1=C(CCC=C(C)C)C(=O)O (stereo partly specified) | -4% | ? | /
O=C(NCCc1nc2ccccc2n1CCOc1ccccc1)C1CCCCC1 | / | 0% | ?
O=C(Nc1cccc(Cl)c1)Nc1c[nH]c(=O)[nH]c1=O | 0% | -36% | -1%
CC(C)c1ccc2oc(-c3ccc(NC(=O)c4cccc(Br)c4)cc3)nc2c1 | -7% | -12% | ?
Cc1ccc(C)c(NC(=O)CN2C(=O)CSc3nc(C)cc(C)c32)c1 | 0% | -2% | -7%
COc1cc(S(=O)(=O)Nc2ccccc2C)ccc1NC(=O)c1ccncc1 | -6% | -3% | -14%
O=C1CC(c2nnc(Cc3c(F)cccc3Cl)o2)CN1c1ccccc1 (stereo unspecified) | -9% | -5% | 0%
CCC(=O)/C=C1\Sc2ccc(OC)cc2N1CC | -20% | -1% | ?
COCCCNC(=O)CN(c1ccc(Cl)c(Cl)c1)S(C)(=O)=O | -6% | -6% | 11%
Cc1ccc(/C=C/C(=O)c2ccc([N+](=O)[O-])o2)cc1 | -9% | -26% | 1.6µM*
O=C(CCNC(=O)N1CCn2c1nc1ccccc12)NCc1ccccc1Cl | -6% | -10% | -12%
O=C(/C=C\c1cn(-c2ccccc2)nc1-c1ccc2c(c1)OCCO2)N1CCOCC1 | 1% | 1% | ?
NC(=O)Nc1ccccc1C(=O)N1CCC(O)(c2ccc(Cl)cc2)CC1 | 2% | 0% | -8%
Cc1cc2ncc(-c3ccc(Cl)cc3)cn2n1 | -8% | 16% | -15%
CCn1cc(C(=O)NN)c(=O)c2cc(F)c(N3CCN(C)CC3)cc21 | -5% | -11% | -27%
O=c1n(-c2ccc(Br)cc2)cnn1-c1ncccc1[N+](=O)[O-] | 5% | 1% | -9%
COc1ccccc1-c1c(C(F)(F)F)oc2cc(OC(=O)c3ccc([N+](=O)[O-])cc3)ccc2c1=O | 16% | -9% | ?
Cc1cc(C)nc(N2CCC(C(=O)NC3CCCCCC3)CC2)n1 | / | -17% | -20%
CC(=O)N(c1cc(C)ccc1C)c1ccccc1[N+](=O)[O-] | / | 11% | ?
c1ccc(NCc2nc3ccccc3n2CCOc2ccccc2)cc1 | -12% | -12% | ?
CC1(C)Cc2c(C#N)c(SCC(=O)O)nc(N3CCOCC3)c2CO1 | / | 8% | 2%
CCOc1ccc(N=C2NC(=O)C(CC(=O)Nc3ccc(OC)cc3)S2)cc1 (stereo unspecified) | 1% | ? | -25%
CC(=O)Nc1ccc(NC(=O)c2cc(=O)c3ccccc3o2)cc1 | -4%&-7% | ? | ?
Cc1ccc2c(C)c(C(=O)N3CCN(c4ncccn4)CC3)oc2c1C | ? | -22% | 21µM*
CCN(Cc1ccc(OC)c(F)c1)C(=O)c1cc2ccccc2o1 | -7% | -4% | -9%
O=C(CN1C(=O)c2ccccc2C1=O)Nc1cccc2cccnc12 | -9% | 5% | -3%
CCC(=O)Nc1ccc(/C(C)=N\NC(=O)c2ccc(C)s2)cc1 | -1% | 8% | -18%
O=C(c1cc2ccccn2n1)N1CCN(Cc2ccccc2)CC1 | -8% | 3% | 1%
CC(CCc1ccccc1)NC(=O)COc1ccc(S(=O)(=O)N2CCOCC2)cc1[N+](=O)[O-] (stereo unspecified) | -1% | -11% | ?
CC(C)=CCN1CCN(Cc2ccoc2)CC1CCO (stereo unspecified) | -2% | 3% | -6%
CCc1ccc(NCc2cc3ccc(OC)cc3n(CC(=O)Nc3cccc(Cl)c3C)c2=O)cc1 | -4% | -6% | /

Next entries follow.
SMILES | GCN5L2 inh | FEN1 inh | TDP1 cell CPT
CC(NC(=O)C1CCN(S(=O)(=O)c2ccc(F)cc2)CC1)c1ccccc1 (stereo unspecified) | -4% | 10% | ?
COc1ccc(/C=N/Nc2nc3ccccc3o2)cc1OC | -8% | 1% | 3%
Cc1ccc(C)c(NC(=S)N(C)CCO)c1 | -1% | 5% | 2%
COC(=O)c1ccc(NC(=O)c2ccccc2NS(C)(=O)=O)cc1 | -6% | -3% | ?
CCOCCCNC(=S)N1CCCN(c2nc3cc(C)ccc3cc2C#N)CC1 | -3% | -5% | -9%
Cc1ccccc1NC(=O)CSc1nnc(Cc2ccccc2)c(=O)n1N | -7% | -1% | -9%
COc1cc(/C=C/C(=O)N2CCN(C(=O)/C=C/c3cc(OC)c(OC)c(OC)c3)CC2)cc(OC)c1OC | -2% | 12% | -4%
COC(=O)c1sc(N)nc1C(C)(C)C | -6% | -4% | 5%
Cc1cccc(NC(=O)CCCCCN2C(=O)[C@@H]3Cc4ccccc4CN3C2=O)c1 | -16% | -15% | -28%
COc1cc(OC)cc(-c2c(-c3ccc(F)cc3)c3cc(-c4ccc5cc[nH]c5c4)ccc3n2C)c1 | 2% | 0% | ?
O=C(Cn1cnc([N+](=O)[O-])n1)N/N=C/c1cc(Cl)ccc1O | -9% | 8% | 4.6µM*
Cc1ccc(CNC(=O)c2c(Nc3c(C)cccc3C)sc(C(=O)c3ccccc3)c2N)cc1 | -16% | 8% | 8.2µM*
COc1cc2ccccc2cc1C(=O)OCC(=O)N1CCOCC1 | -5% | -2% | -7%
Cc1cc(-c2ccccc2)n2ncnc2n1 | -2% | 4% | 1%
Cc1cc(NC(=O)Cc2c(F)cccc2Cl)no1 | -4% | -2% | 15µM*
CCOc1ccc(S(=O)(=O)n2cc(-c3ccc(F)cc3)c(N)n2)cc1 | -8% | -24% | 3%
CCOc1ccccc1CN1CCN(Cc2ccc(C)o2)CC1CCO (stereo unspecified) | -13% | 9% | -5%
CC(=O)Nc1ccccc1-c1ccccc1[N+](=O)[O-] | / | 12% | 7%
COc1ccc(NS(=O)(=O)c2ccc(NC(=O)C3CC3)cc2)cc1 | -13% | 4% | 8.2µM*
COc1ccc(Br)cc1CN(C)CC(=O)Nc1ccccc1Cl | 2% | -18% | -29%
Cc1ccc(C)c(N2CCN(C(=O)c3cc4c(=O)n(Cc5ccco5)ccc4nc3C)CC2)c1 | -5% | -20% | ?
CCOCCc1nn2c(=O)cc(COC(=O)c3ccc4c(c3)OCO4)nc2s1 | 5% | 21% | ?
CCOC(=O)c1c(NC(=O)c2cc(-c3ccc(O)cc3)on2)sc(C(C)=O)c1C | -4% | -17% | 4.6µM*
CCCc1cc(C(=O)Nc2ccn(Cc3ccc(C)cc3)n2)no1 | -6% | -2% | 6%
COc1ccc(-n2c(=O)cc(N3CCOCC3)[nH]c2=O)cc1 | -5% | -4% | -17%
COC(=O)c1nc(NC(=O)C(C)C)n[nH]1 | -4% | 2% | ?
CCOC(=O)N1CCN(c2c(N3CCN(c4ccccn4)CC3)c(=O)c2=O)CC1 | -18% | 0% | ?
Cc1cc(-c2cc(C(=O)NCc3ccccc3)on2)nc(NC2CCCC2)n1 | -5% | -17% | -44%
CCCOc1ccc(N2CC(C(=O)Nc3ccccc3C(=O)NCc3ccco3)CC2=O)cc1 (stereo unspecified) | -3% | -19% | ?
CCOC(=O)c1sc(=NC(=O)c2ccc(Cl)s2)n(C)c1C | -4% | 0% | -9%
CCCNC(=O)c1cnc2c(-c3ccc(OCC)c(OCC)c3)c(C)nn2c1-c1ccccc1 | 3% | 5% | ?
CC1(C)CC(=O)C=C(NCCN2CCN(C(=S)NC3CCCCC3)CC2)C1 | 1% | 17% | 28%
CC(=O)N1CCCc2ccc(NS(=O)(=O)c3ccccc3)cc21 | -2% | 6% | -16%
Cn1c(=O)[nH]c(=O)c2c1nc(Br)n2CCSc1ncccn1 | 2% | 11% | 4%
Cc1oc(-c2ccccc2Cl)nc1CS(=O)CC(=O)NCc1ccc(Cl)cc1 (stereo unspecified) | -9%&-1% | -1%&-10% | 1%&-6%
COc1cccc(NC(=O)c2sc3nc(N4CCOCC4)c4c(c3c2N)CCCC4)c1 | -12% | 17% | 26µM*
COc1ccc(CN(C(=O)c2ccc(C)cc2)C2CCS(=O)(=O)C2)cc1 (stereo unspecified) | 1% | -1% | -3%
Cc1ccc(-n2ncc3c(NCCc4ccc(S(N)(=O)=O)cc4)ncnc32)cc1 | 0% | -11% | -7%
Cc1cc(C)c(NC(=O)C2CCCN2CCO)c(C)c1 (stereo unspecified) | 1% | -6% | -6%
O=C(CCc1ccc(S(=O)(=O)N2CCOCC2)cc1)Nc1ccccc1F | -4% | 1% | -5%
COc1ccccc1CC1(C)NC(=O)N(CC(=O)Nc2cc(C)on2)C1=O (stereo unspecified) | 2% | -4% | 1%
Cc1ccc(Nc2cc(C)nc3ccc(C)cc23)cc1 | 1% | -2% | ?
O=S(=O)(c1ccc(OC(F)(F)F)cc1)N1CCN(c2nc(-c3ccccc3)nc3ccccc23)CC1 | / | -17% | -17%
